# Screening data as filed in PubChem BioAssay.
# Kir21 block: Kir2.1 (mouse) channel inhibition; P35561; HEK293-Kir2.1, FluxOR thallium flux fluorescence; hits give low values; B-score at 10 µM; hit rate 0.85% among 310,000; AID 1672;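 active = fluorescence ratio B-score at or below minus 3 SD of library scores, with starting-brightness B-score within 2 SD, cut at about -4.2 in these data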;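 also: channel flux triggered by added potassium and thallium sulfate stimulus; B-score of peak minus minimum fluorescence over baseline after thallium stimulus; more negative B-score means stronger Kir2.1 block with less thallium influx; some compounds called inactive have numbers as strong as hits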
# Target sequence (P35561 whole entry, looked up): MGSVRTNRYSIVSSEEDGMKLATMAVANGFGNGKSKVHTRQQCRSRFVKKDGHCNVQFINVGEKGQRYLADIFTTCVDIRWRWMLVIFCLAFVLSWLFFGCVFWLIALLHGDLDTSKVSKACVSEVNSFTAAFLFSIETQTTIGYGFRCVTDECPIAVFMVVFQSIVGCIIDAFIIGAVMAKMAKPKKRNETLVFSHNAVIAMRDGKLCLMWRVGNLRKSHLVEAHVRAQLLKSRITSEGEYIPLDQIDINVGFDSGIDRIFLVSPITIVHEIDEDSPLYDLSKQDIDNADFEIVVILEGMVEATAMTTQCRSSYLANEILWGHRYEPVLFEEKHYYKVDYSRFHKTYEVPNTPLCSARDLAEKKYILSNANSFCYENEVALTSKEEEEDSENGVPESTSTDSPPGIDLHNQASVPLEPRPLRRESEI
# STK33 inh: inhibitors of human STK33 kinase; Q9BYT3; purified STK33, MBP phosphorylation, ADP-Glo luminescence; inhibition, % at 10 µM; hit rate 0.073% among 320,000;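 active = inhibition at or above 25%, using the most active replicate where run in duplicate; inactive = inhibition below 25%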
# Target sequence (Q9BYT3 whole entry, looked up): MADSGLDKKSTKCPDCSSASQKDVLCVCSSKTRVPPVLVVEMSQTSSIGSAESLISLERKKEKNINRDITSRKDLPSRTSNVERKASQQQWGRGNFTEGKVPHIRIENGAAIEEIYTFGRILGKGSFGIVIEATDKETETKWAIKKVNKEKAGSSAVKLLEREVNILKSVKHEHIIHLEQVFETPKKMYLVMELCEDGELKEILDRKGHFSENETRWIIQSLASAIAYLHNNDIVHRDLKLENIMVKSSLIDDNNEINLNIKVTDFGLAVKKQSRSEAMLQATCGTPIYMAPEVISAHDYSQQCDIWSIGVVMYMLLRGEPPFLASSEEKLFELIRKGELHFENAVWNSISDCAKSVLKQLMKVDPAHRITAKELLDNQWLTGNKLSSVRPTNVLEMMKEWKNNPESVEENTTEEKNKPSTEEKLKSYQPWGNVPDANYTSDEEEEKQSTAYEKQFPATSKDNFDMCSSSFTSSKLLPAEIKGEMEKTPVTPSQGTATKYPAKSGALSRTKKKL
# An asterisk follows results filed as active; . = not tested or not shown.
canonical_smiles	Kir21 block	STK33 inh
Cn1c(=O)n(C)c2cc(NS(=O)(=O)c3ccc(F)cc3)ccc21	-0.02	0.2
COC(=O)c1c(NC(=O)c2ccc([N+](=O)[O-])o2)sc2c1CCN(C(C)C)C2	0.29	0.6
COc1ccc(C(=O)N2CCN(S(=O)(=O)c3ccc4c(c3)OCCO4)CC2)cc1OC	.	-0.4
O=S(=O)(NCCCN1CCN(c2ccccc2F)CC1)c1cccc2cccnc12	1.1	-4.0
COc1ccc(-c2cc(C(F)(F)F)n3nc(C(=O)NCCCn4ccnc4)cc3n2)cc1	-0.76	0.9
NC(=O)c1ccc(NC(=O)CSc2nnc(-c3ccncc3)n2Cc2ccco2)cc1	0.04	0.6
CCOc1cc(/C=C\c2nc(O)c([N+](=O)[O-])c(=O)[nH]2)ccc1OC(C)CC (stereo not drawn)	0.1	0.2
CCN1CCN(C(=O)c2ccccc2N(Cc2ccccc2)S(=O)(=O)c2ccc(C)cc2)CC1	-2.2	0.1
CCOC(=O)NCCc1ccc(OC)cc1	-0.2	-3.7
Cc1ccc(/C=N/n2c(-c3ccncc3)n[nH]c2=S)s1	0.02	-0.2
COc1ccc(C(=O)n2nc(-c3ccc(Cl)cc3)nc2N)cc1OC	-0.76	0.9
COc1ccc(/C=C(\NC(=O)c2cccs2)C(=O)N2CCOCC2)cc1OC	-0.01	.
Cc1ccc(O)c(NC(=S)NC(=O)/C=C/c2ccccc2)c1	1.8	-2.8
CN(C)c1cccc(C(=O)OCC(=O)Nc2ccccc2Cl)c1	0.35	-0.2
O=[N+]([O-])c1ccccc1S(=O)(=O)Oc1ccc(C(=S)N2CCOCC2)cc1	0.81	-1.0
O=c1[nH]cnc2scc(-c3cccs3)c12	-0.04	2.1
Cc1ccc(S(=O)(=O)c2nnn3c2nc(Nc2cccc(C)c2)c2ccccc23)cc1	0.11	-1.4
CCC(C(=O)N1CCN(c2cccc(Cl)c2)CC1)c1ccccc1 (stereo not drawn)	0.15	-1.3
COC(=O)c1cc(OC)c(OC)cc1NC(=O)CSc1nnc(-c2cccnc2)n1C	-1.9	-0.4
C/C(CC(=O)Nc1ccc(C)c(Cl)c1)=N\NC(=O)C1CCCCC1	1.2	-0.7
CCOC(=O)C1CCCN(C(=O)CN2C(=O)NC(C)(c3ccc4ccccc4c3)C2=O)C1 (stereo not drawn)	-3	-0.9
Brc1cc2c(cc1CN1CCc3ccccc3C1)OCO2	0.46	1.7
O=C(CN1N=C(c2ccccc2)CCC1=O)NCCN1CCc2ccccc2C1	-0.55	-0.7
Nc1ncnc2oc(-c3ccco3)c(-c3ccco3)c12	-0.44	19
Cc1cc(-c2csc3ncnc(N4CCN(C)CC4)c23)cc(C)c1C	-1.2	0.2
COc1ccc(OC)c(N(C)S(=O)(=O)c2ccc3c(c2)N(C(C)=O)CCO3)c1	-0.03	0.4
COc1ccc(/C=N/NC(=O)CCc2ccccc2)cc1O	0.69	-1.3
Cc1ccc(C)c(N2N=C(C(=O)Nc3ccc(S(=O)(=O)N4CCCC4)cc3)CCC2=O)c1	0.2	-2.0
CCCCCCSc1ccc([C@@H]2[C@@H]3C(=O)N(CC)C(=O)[C@@H]3[C@]3(C(=O)OC)CCCCN23)cc1OC	.	0.2
O=c1c2ccccc2[nH]c2ccccc12	0.46	3.4
COc1ccc(OC)c(C(C)NC(=O)c2ccc(Br)cc2)c1 (stereo not drawn)	-0.68	.
COc1ccccc1OCCn1c(SCC(=O)O)nc2ccccc21	0.19	-2.0
O=C(O)CSc1nnc(C2CC2)n1-c1ccccc1	0.28	-0.3
CC(C)(C)SCCNC(=O)COc1ccccc1	0.07	-1.4
NS(=O)(=O)c1ccc(CCNC(=O)c2ccc3nccnc3c2)cc1	.	2.7
O=C(COC(=O)c1ccc(F)c(S(=O)(=O)N2CCOCC2)c1)NCCc1ccc(F)cc1	.	-1.3
CCCCn1c(N)c(N(C(=O)CSc2nnnn2-c2ccccc2)C2CCCC2)c(=O)[nH]c1=O	.	-2.2
C[C@H]1CN([C@@H](C)CO)C(=O)c2cccc(NC(=O)c3ccc(-c4nccs4)cc3)c2O[C@@H]1CN(C)C(=O)Nc1cccc2ccccc12	.	0.0
COc1cc(CNC2CCCC2)cc(Cl)c1OCc1ccc(F)cc1	-5*	0.4
Cc1nnc(SCC(=O)Nc2ccc(N3CCOCC3)cc2)n1Cc1ccccc1	.	0.1
COc1ccc2nc(Nc3nc(CSc4ccc(C)cc4)cc(=O)[nH]3)nc(C)c2c1	-1.3	-0.1
O=C(Nc1ccc(Cl)cc1)OCc1cc(-c2ccccc2Cl)on1	-0.71	-1.5
CC1CCCCN1C(=O)COc1ccccc1F (stereo not drawn)	0	0.1
C=CCNC(=O)C1CCN(S(C)(=O)=O)CC1	0.07	-1.0
NC(=O)C1CCN(CC(=O)N2N=CCC2c2ccccc2)CC1 (stereo not drawn)	-0.32	-1.5
CN(C)c1ccc(C(=O)NCC(c2cccs2)N2CCOCC2)cc1[N+](=O)[O-] (stereo not drawn)	-1.8	-1.0
CC#CCN1c2ccccc2[C@]23C[C@@H](C(=O)OC)N(C(=O)OCC)C2=NC(C(=O)OC)=C(C(=O)OC)[C@H]13	-0.16	-0.5
O=C(Nc1ccccc1)c1ccc[nH]1	0.18	-0.6
Cc1cc(NC(=O)CC(C)C)c(=O)n(Cc2cccc(F)c2)c1	-3.2	4.2
CCOC(=O)Cc1c(Cl)c2ccccc2[nH]c1=O	0.35	-1.6
Cc1cc(=O)[nH]c(N/N=C/c2ccc3c(c2)OCCO3)n1	-0.87	-1.0
CCCCN1C(=O)CCC(C(=O)O)C1c1ccc(OC)cc1 (stereo not drawn)	1	0.2
CCc1ccc(N2CC(C(=O)NCC(C)(C)N3CCOCC3)CC2=O)cc1 (stereo not drawn)	.	-0.7
COc1cc(SC)ccc1C(=O)Nc1ccc(OCC(=O)N2CCOCC2)cc1	0.65	.
COC(=O)Cc1cc(=O)[nH]c(/N=C(\N)Nc2ccc(C)cc2C)n1	-0.08	0.0
Cn1c(COc2ccc(Cl)cc2)nnc1SCC(=O)NC1CCCC1	-0.01	-1.4
C[C@H](CO)N1C[C@H](C)[C@@H](CN(C)Cc2ccc(C(=O)O)cc2)Oc2c(NS(=O)(=O)c3cn(C)cn3)cccc2C1=O	.	-2.3
O=C(NCCN1C(=O)S/C(=C\c2cccs2)C1=O)c1ccc(=O)[nH]c1	0.81	-0.9
CCCNC(=O)CCCN1C(=O)c2ccccc2Sc2ncccc21	0.35	-2.1
CC[n+]1c(/C=C/c2ccc(N(C)C)cc2)ccc2ccccc21	-14*	9.9

# Two records picked at random from the list so far:
canonical_smiles	Kir21 block	STK33 inh
COc1cc(CNC2CCCC2)cc(Cl)c1OCc1ccc(F)cc1	-5*	0.4
COc1ccc2nc(Nc3nc(CSc4ccc(C)cc4)cc(=O)[nH]3)nc(C)c2c1	-1.3	-0.1

# (continued)
molecule | Kir21 block | STK33 inh
Cc1ccccc1NC(=O)C(C)c1cccc(C(=O)c2ccccc2)c1 (stereo not drawn) | 1.1 | -1.5
CC1CN(c2snnc2C=C2C(=O)OC(C)(C)OC2=O)CC(C)O1 (stereo not drawn) | -0.06 | -1.7
Cc1ccc(NC(=O)c2cc(F)c(F)cc2Cl)nc1 | 1.2 | -0.4
O=S(=O)(CCSc1nc2ccccc2o1)Cc1ccccc1 | 1.8 | 0.2
CCOc1ccc(NC(=O)C2CC(=O)N(CCc3ccc(OC)c(OC)c3)C2)cc1OCC (stereo not drawn) | . | -2.1
Cc1ccc(C(=O)c2cn(-c3ccc(F)c(Cl)c3)nn2)cc1 | 0.59 | -1.9
O=C(CN(C(=O)CNS(=O)(=O)c1ccccc1)c1ccc(Cl)cc1)NCC1CCCO1 (stereo not drawn) | -1 | -4.8
Cc1nnc2sc(COc3ccccc3)nn2c1=O | -0.17 | -0.7
CCOC(=O)c1c(NC(=O)CSc2nc3ccccc3c(=O)n2-c2ccc(F)cc2)sc(C(C)=O)c1C | 1.2 | -1.0
Cc1ccc(O)c(C(=O)c2cnc3c(c2)COc2ccccc2-3)c1 | -0.4 | 0.2
O=C(CN1CCCCC1)Nc1ccccc1NC(=O)CN1CCCCC1 | 0.44 | -3.5
Cn1c(NC(=O)Cc2ccc(F)cc2)cc(=O)n(C)c1=O | -0.33 | -0.7
Cc1nn(-c2ccccc2)c(C)c1C(=O)NCc1cccs1 | 0.9 | -1.6
CCC1CCc2sc(C(=O)NCC(c3ccc(OC)cc3)N3CCOCC3)cc2C1 (stereo not drawn) | . | -0.1
COC(=O)c1cccc(NS(=O)(=O)c2ccc(OC)c(C(=O)N3CCOCC3)c2)c1C | 0.33 | -1.3

# The final 2 compounds of the part above come first, to join the parts:
molecule | Kir21 block | STK33 inh
CCC1CCc2sc(C(=O)NCC(c3ccc(OC)cc3)N3CCOCC3)cc2C1 (stereo not drawn) | . | -0.1
COC(=O)c1cccc(NS(=O)(=O)c2ccc(OC)c(C(=O)N3CCOCC3)c2)c1C | 0.33 | -1.3
CN(CC(=O)Nn1cnnc1)S(=O)(=O)c1ccc(Br)cc1 | 0.25 | -2.4
Cc1ccc(C(=O)N2CCN(c3ncc(C(F)(F)F)cc3Cl)CC2)s1 | 0.22 | -1.3
COc1ccccc1N(Cc1ccccc1)S(=O)(=O)c1cc(C(=O)O)ccc1Cl | -0.72 | -1.2
CCCc1c(C)[nH]c2ccc(C(=O)O)cc2c1=S | -0.84 | .
CC(=O)Nc1ccc(S(=O)(=O)Nc2ccc3c(c2)OCCO3)cc1 | -1.6 | 0.8
Nc1nc(-c2ccc3c(c2)CCCC3)cs1 | . | 0.0
CCC1(CC)C(=O)C2=C3C1[C@H](C(=O)OC)CC(C(=O)OC)C[C@H]3n1c(=O)n(-c3ccccc3)c(=O)n1[C@H]2C (stereo partly drawn) | -0.06 | -0.8
CN(C)c1ccc(NC2=C([N+](=O)[O-])CS(=O)(=O)C2)cc1 | 0.66 | -3.7
CC1=C(C(=O)Nc2cccnc2)C(c2ccc(C(C)C)cc2)n2ncnc2N1 (stereo not drawn) | 0.31 | .
CC(C)(C)[C@@H]1C=C(C(=O)O)O[C@H](OCc2ccc(CO)cc2)C1 | 0.4 | -2.0
Cc1onc(-c2ccccc2Cl)c1C(=O)OCC(=O)c1ccc2c(c1)OCCO2 | 0.01 | -1.0
CC(=O)c1ccc(-c2ccc([C@H]3[C@@H]4C=CCC[C@@]4(C)C(=O)N3Cc3ccccc3)c(F)c2)cc1 | 1 | -2.5
CCOC(=O)Nc1cccc(OCC(=O)Nc2ccccc2OCC)c1 | -0.02 | -4.0
O=C(COC(=O)c1ccc(O)cc1)Nc1ccc(OC(F)F)cc1 | -0.05 | -0.4
COc1cc(/C=C2/C(=N)N3C(=NC2=O)SN=C3S(C)(=O)=O)ccc1OS(=O)(=O)c1ccccc1 | 1.3 | 6.8

# A second format for 4 compounds above.
O=C(CN1N=C(c2ccccc2)CCC1=O)NCCN1CCc2ccccc2C1
  Kir21 block: -0.55	STK33 inh: -0.7
Nc1ncnc2oc(-c3ccco3)c(-c3ccco3)c12
  Kir21 block: -0.44	STK33 inh: 19
Cc1cc(-c2csc3ncnc(N4CCN(C)CC4)c23)cc(C)c1C
  Kir21 block: -1.2	STK33 inh: 0.2
COc1ccc(OC)c(N(C)S(=O)(=O)c2ccc3c(c2)N(C(C)=O)CCO3)c1
  Kir21 block: -0.03	STK33 inh: 0.4

# Other entries.
molecule | Kir21 block | STK33 inh
O=C(CCCC(=O)N(CC(=O)NC1CCCC1)Cc1ccccc1Cl)Nc1ccccn1 | 1 | -0.4
CCOc1ccc(CNC(=O)CCn2c(=O)oc3ccccc32)cc1OC | -2.6 | 0.7
Cc1ccc(P(=Nc2ccccc2)(N2CCOCC2)N2CCOCC2)o1 | 0.59 | -2.1
C#CCOCCOCCOCCNc1nc(N2CCN(C(=O)C(CCC(=O)O)n3cc(C(N)CC(C)C)nn3)CC2)nc(N2CCN(C(=O)C(Cc3cc4ccccc4[nH]3)n3cc(C(N)Cc4ccc(O)cc4)nn3)CC2)n1 (stereo not drawn) | -0.86 | 0.1
CC1=CC(c2ccccc2)n2nc(NC(=O)CCCC(=O)O)nc2N1 (stereo not drawn) | -1.7 | 0.1
CC(OC(=O)CNC(=O)c1cccc(F)c1)C(=O)NC1CCCCC1C (stereo not drawn) | 0.71 | -1.6
CCCOc1ccc(N2C(=O)CC(N(Cc3ccc(OC)cc3)C(=S)Nc3ccccc3)C2=O)cc1 (stereo not drawn) | 0.18 | -0.6
CCCCN1CC2([N+](=O)[O-])C=CC(=O)C([N+](=O)[O-])(C1)C2CC(=O)c1ccccc1 (stereo not drawn) | 0.75 | .
Cc1nc2ccc(C(=O)Nc3cccc([N+](=O)[O-])c3)cc2s1 | -0.92 | -0.6
Cc1cccc(CSc2nn3c(=O)c(C)nnc3s2)c1 | 0 | -1.2
O=C(Nc1ccccc1N1CCN(C(=O)c2ccccc2)CC1)c1ccc(Cl)cc1 | -0.77 | -1.0
CCOc1ccc(N2C(=O)C(Cl)=C(N3CCOCC3)C2=O)cc1 | -1.3 | 0.0
Cc1ccc2c(c1)N(C(=O)CCC(=O)N1CCC(C(N)=O)CC1)CCO2 | -0.01 | -0.3
Cc1nnc2ccc(-c3cccc(NC(=O)c4ccc(Cl)nc4)c3)nn12 | 0.25 | -1.4
COc1cc(NS(=O)(=O)c2ccc(F)cc2)c(OC)cc1NC(C)=O | -1.2 | -1.0
CC1=CC(c2ccccc2)n2nc(NS(=O)(=O)c3ccc(C)cc3)nc2N1 (stereo not drawn) | . | -1.2
CN(C(=O)COc1ccc(Cl)cc1)C1(C)CCS(=O)(=O)C1 (stereo not drawn) | 1.4 | 0.0
Nc1nonc1-n1nnc(C(=O)N/N=C/C2CCCCC2)c1-c1ccccc1 | -1.3 | 1.3
CCOC(=O)N1CCN(C(=O)c2ccccc2Oc2ccccc2)CC1 | -0.09 | -1.2

# Not a hit list; overall some 0.84% were active at least once.
